Compound activity: PubChem BioAssay, The Scripps Research Institute Molecular Screening Center
GPR7 antag: GPR7 receptor antagonists, primary screen, cell-based, fluorescence, single concentration; Neuropeptides B/W receptor type 1 (Homo sapiens), P48145; GPR7-expressing cells, fluorescence antagonist assay; inhibition, % at 4.4 µM; actives 1.1% (n = 290,000); in the data active = inhibition above about 16%, passing the limit was not always enough;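 note: cells stimulated with the agonist NPW; 0% = agonist with vehicle and 100% = vehicle without agonist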
Target sequence (P48145 whole entry, looked up): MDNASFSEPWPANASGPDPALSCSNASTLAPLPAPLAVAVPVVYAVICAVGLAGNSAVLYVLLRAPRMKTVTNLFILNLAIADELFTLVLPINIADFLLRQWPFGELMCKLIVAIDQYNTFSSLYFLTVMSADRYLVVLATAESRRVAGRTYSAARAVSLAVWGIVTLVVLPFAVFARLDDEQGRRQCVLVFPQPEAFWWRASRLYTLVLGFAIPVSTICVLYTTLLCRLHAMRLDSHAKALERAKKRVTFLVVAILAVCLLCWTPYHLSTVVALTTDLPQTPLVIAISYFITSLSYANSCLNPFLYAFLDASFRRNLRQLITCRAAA
CHO-K1 Ca PAM: nonselective calcium activators in parental CHO-K1 cells, primary screen, counter-screen for M1 PAM project, cell-based, Fluo-8 calcium fluorescence, full deck, 1536-well; ATP EC20; 0% at ATP EC20, 100% at ATP max; activation, % at 3 µM; actives 0.02% (n = 360,000);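 active = activation above the run cutoff, the mean activation of all test compounds plus 3 SD, cut at about 40% in these data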;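 note: peak over basal fluorescence ratio in a 140 s read after ATP addition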
OXTR agonist: human OXTR agonists, primary screen, fluorescence, CHO-OTR cells, Fluo-8 calcium | Oxytocin receptor (Homo sapiens), P30559 | Fluo-8 calcium fluorescence; normalized: DMSO 0%, oxytocin 100% | activation, % at 3 µM | actives 0.32% (n = 320,000) | AID 2435, 2010;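 active = activation above the mean of all tested compounds plus 3 SD, cutoff set per screening run, cut at about 20% in these data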;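 note: peak over basal fluorescence ratio from a 100 s FLIPR kinetic read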
Target sequence (P30559 whole entry, looked up): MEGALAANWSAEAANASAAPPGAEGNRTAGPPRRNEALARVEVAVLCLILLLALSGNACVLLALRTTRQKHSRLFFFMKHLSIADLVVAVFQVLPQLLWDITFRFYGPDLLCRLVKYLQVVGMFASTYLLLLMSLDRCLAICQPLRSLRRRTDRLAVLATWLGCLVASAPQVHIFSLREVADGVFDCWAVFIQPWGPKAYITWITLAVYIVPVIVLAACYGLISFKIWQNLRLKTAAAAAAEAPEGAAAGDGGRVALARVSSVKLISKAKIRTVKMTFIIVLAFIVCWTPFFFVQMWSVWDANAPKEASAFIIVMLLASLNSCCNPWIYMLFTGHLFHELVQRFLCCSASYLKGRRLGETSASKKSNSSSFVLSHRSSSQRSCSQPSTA
OXTR potentiate: human OXTR potentiators, primary screen, fluorescence, CHO-OTR cells, Fluo-8 calcium; Fluo-8 calcium fluorescence, potentiator mode; 0% = oxytocin EC15, 100% = EC100; Oxytocin receptor (Homo sapiens), P30559; actives 0.061% (n = 320,000); activation, % at 3 µM;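 active = activation above that plate's cutoff, the mean activation of tested compounds plus 3 SD, cut at about 6.6% in these data, passing the limit was not always enough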;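 note: 100% uses oxytocin at 75 nM as the full agonist control; some results filed as inactive read as strong as hits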
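Assay system: CHO-OTR cells, human receptor / Also added: oxytocin at about EC15, sub-maximal agonist stimulus / Dosing: single dose, 3.0 µM nominal final compound concentration / Incubation: 6 min pre-incubation, 100 s read / Technique: Fluo-8 calcium dye fluorescence / Read-out: % activation vs EC15 and EC100 oxytocin / Benchmarks: EC15 oxytocin low, 75 nM oxytocin high / Replicates: singlicate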
M1 ag parental: counter-screen for M1 agonists: effect in parental CHO-K1 cells. activation, % at 3 µM. Fluo-8 calcium fluorescence; scaled to maximal ATP response, vehicle zero. actives 0.48% (n = 360,000). AID 602248, 2012; in the data active = activation above about 15%;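 note: untransfected CHO-K1 host cells lacking M1 receptor as counterscreen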
CHO-K1 Ca antag: nonselective inhibitor or artifact in parental CHO-K1 cells; AID 602250; inhibition, % at 3 µM; actives 0.6% (n = 360,000); ATP-induced calcium, Fluo-8 fluorescence;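 active = inhibition above a per-plate cutoff, the plate's mean sample inhibition plus 3 SD, cut at about 24% in these data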;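 note: 0% = DMSO plus EC80 ATP and 100% = DMSO alone without ATP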
TAAR1 antag: human TAAR1 antagonists, primary screen, Fluo-8 calcium fluorescence, CHO RD-HGA16 cells. Trace amine-associated receptor 1 (Homo sapiens), Q96RJ0. antagonist. inhibition, % at 3 µM. actives 1.5% (n = 360,000);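 active = inhibition above a per-plate cutoff, the mean inhibition of test compounds on that plate plus 3 SD, cut at about 49% in these data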;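 note: 0% = DMSO plus EC80 beta-PEA response and 100% = DMSO alone without agonist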
Target sequence (Q96RJ0 whole entry, looked up): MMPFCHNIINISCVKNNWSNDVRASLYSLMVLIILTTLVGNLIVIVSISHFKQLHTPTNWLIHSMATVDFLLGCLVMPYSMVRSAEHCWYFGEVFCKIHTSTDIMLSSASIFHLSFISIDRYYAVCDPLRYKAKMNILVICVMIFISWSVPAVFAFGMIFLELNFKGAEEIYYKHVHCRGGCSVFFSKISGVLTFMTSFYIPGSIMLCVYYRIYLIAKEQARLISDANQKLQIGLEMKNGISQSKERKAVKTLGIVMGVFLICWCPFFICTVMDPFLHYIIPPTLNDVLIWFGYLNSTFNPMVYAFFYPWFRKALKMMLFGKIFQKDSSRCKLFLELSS
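Test system: CHO RD-HGA16 cells bearing hTAAR1 | Reagent: β-PEA, EC80 | Compound dosing: 3 µM, single point | Schedule: Dye loading 75 min at 37 °C, then 30 min room temperature | Signal: Calcium fluorescence with Fluo-8 | Evaluation: Percent inhibition of PEA-evoked calcium signal, max/basal emission ratio | Control set: DMSO-only wells and EC80 β-PEA-stimulated wells | Repeats: Singlicate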
V1aR counter: agonists of human V1a receptor, primary screen, counter-screen for OXTR agonist project, fluorescence, CHO-V1R cells; Vasopressin V1a receptor (Homo sapiens), P37288; Fluo-8 calcium fluorescence, agonist mode; 0% DMSO, 100% 3 nM vasopressin; activation, % at 3 µM; actives 0.25% (n = 320,000);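 active = activation above the mean activation of all tested compounds plus 3 SD, per screening run, cut at about 20% in these data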;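 note: signal is peak over basal fluorescence ratio across a 100 second FLIPR read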
CHO parental Ca: ATP-evoked calcium signal inhibitors, parental CHO, primary screen, counter-screen for OX1R antagonist project, cell-based, fluorescence, Fluo-8 calcium dye; parental CHO-K1, ATP-induced calcium, Fluo-8 fluorescence; inhibition, % at 5.6 µM; actives 0.63% (n = 330,000);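 active = inhibition above that plate's mean sample inhibition plus 3 SD, cut at about 26% in these data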;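 note: 0% = ATP-challenged DMSO wells and 100% = DMSO wells without ATP; some compounds past the cut are filed as inactive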
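material = parental CHO cells | also added = ATP as calcium-mobilizing challenge | dosing = single point at 5.6 µM | detection = intracellular calcium via Fluo-8 no-wash fluorescent dye | read-out = % inhibition | benchmarks = low control ATP plus DMSO, high control DMSO only | repeats = one well per compound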
Numbers without * were called inactive; x = no result given.

SMILES	GPR7 antag	CHO-K1 Ca PAM	OXTR agonist	OXTR potentiate	M1 ag parental	CHO-K1 Ca antag	TAAR1 antag	V1aR counter	CHO parental Ca
CCSC(=O)NC12CC3CC(CC(C3)C1)C2	-7	-3	-1.8	-2	-0.3	10	-9	-0.5	-4
COc1ccccc1C(=O)NC(C)C(c1cccs1)N1CCOCC1 (stereo unspecified)	0	-6	-1.5	0	0.7	12	2	-0.9	-16
Cc1nc2ncnn2c(C)c1Cc1cccc(C(F)(F)F)c1	-3	-9	1.0	-5	2.4	1	-19	-0.2	-10
O=C(Nc1ccc(S(=O)(=O)N2CCCC2)cc1)c1ccc(Cl)nc1	x	-2	3.1	-11	6.3	5	-2	6.8	4
O=C(CC[C@H]1O[C@@H](n2ccc(=O)[nH]c2=O)[C@H](O)[C@@H]1O)NC1CCN(Cc2ccccc2)C1 (stereo partly specified)	x	9	x	x	0.1	-13	-8	x	x
O=C(NCc1ccco1)C(=O)N1CCCC1	-14	19	1.4	0	0.8	-15	2	0.5	-1
O=C(NCc1n[nH]c(=S)n1-c1ccc(Br)cc1)c1ccc(S(=O)(=O)N2CCCC2)cc1	4	13	-0.9	5	-0.2	4	-2	-0.2	-11
O=C(NCCc1ccccc1)C1CCN(S(=O)(=O)c2cccs2)CC1	13	15	0.7	-4	1.0	-11	-14	2.0	0
Cc1ccc2c(C)c(C(=O)Nc3c(C)n(C)n(-c4ccccc4)c3=O)oc2c1	-6	12	-1.6	-13	-0.7	-9	-5	-1.0	-3
CC(=O)Nc1ccc(NC(=O)COC(=O)c2n[nH]c3ccccc23)cc1	8	23	0.2	0	0.5	-16	12	1.6	7
C[C@@H]1CN([C@H](C)CO)S(=O)(=O)c2ccc(C#Cc3ccccc3F)cc2O[C@H]1CN(C)C(=O)c1ccc2c(c1)OCO2	x	10	x	x	6.0	4	73*	x	x
CSc1nc(-c2ccco2)nn1C(=O)Cc1ccccc1	-13	-5	-0.6	-6	0.4	-6	9	1.9	-14

Nothing new here: entries from further up.
SMILES	GPR7 antag	CHO-K1 Ca PAM	OXTR agonist	OXTR potentiate	M1 ag parental	CHO-K1 Ca antag	TAAR1 antag	V1aR counter	CHO parental Ca
Cc1ccc2c(C)c(C(=O)Nc3c(C)n(C)n(-c4ccccc4)c3=O)oc2c1	-6	12	-1.6	-13	-0.7	-9	-5	-1.0	-3
CC(=O)Nc1ccc(NC(=O)COC(=O)c2n[nH]c3ccccc23)cc1	8	23	0.2	0	0.5	-16	12	1.6	7
C[C@@H]1CN([C@H](C)CO)S(=O)(=O)c2ccc(C#Cc3ccccc3F)cc2O[C@H]1CN(C)C(=O)c1ccc2c(c1)OCO2	x	10	x	x	6.0	4	73*	x	x
CSc1nc(-c2ccco2)nn1C(=O)Cc1ccccc1	-13	-5	-0.6	-6	0.4	-6	9	1.9	-14

Three entries from above, arranged by the number in GPR7 antag, descending:
canonical_smiles	GPR7 antag	OXTR potentiate	TAAR1 antag
O=C(NCCc1ccccc1)C1CCN(S(=O)(=O)c2cccs2)CC1	13	-4	-14
CC(=O)Nc1ccc(NC(=O)COC(=O)c2n[nH]c3ccccc23)cc1	8	0	12
Cc1ccc2c(C)c(C(=O)Nc3c(C)n(C)n(-c4ccccc4)c3=O)oc2c1	-6	-13	-5

Additional structures follow.
SMILES	GPR7 antag	CHO-K1 Ca PAM	OXTR agonist	OXTR potentiate	M1 ag parental	CHO-K1 Ca antag	TAAR1 antag	V1aR counter	CHO parental Ca
CCOc1ccc(C2CC(c3ccc(OC)c(OC)c3)n3nc(N)nc3N2)cc1 (stereo unspecified)	-1	7	0.3	-4	0.2	-1	-5	1.2	-5
NC(=O)COc1ccc(C(=O)/C=C2/C(=O)Nc3ccccc32)cc1	7	-11	1.9	-8	2.8	-11	11	3.5	1
O=C(CCNS(=O)(=O)c1ccc(Br)s1)N1CCN(c2ccccc2)CC1	0	-4	x	x	2.9	3	-4	x	x
CC(C)CNC(=O)c1ccccc1NC(=O)CN(c1ccc2c(c1)OCCO2)S(C)(=O)=O	-14	1	1.0	-5	4.3	-25	13	0.6	-27
COc1ccc(CCC(=O)NNC(=O)Cn2nc(C)cc2C)cc1	-5	6	0.6	-3	1.3	-1	-25	0.1	-10
C/C=C/c1ccc(OCCCCN2CC(C)CC(C)C2)c(OC)c1 (stereo unspecified)	8	3	-0.2	-2	0.4	-11	-13	1.9	-29
O=C(NCc1ccc2c(c1)OCO2)c1nc(S(=O)(=O)Cc2ccccc2F)ncc1Cl	-1	-5	0.8	-3	1.9	3	22	2.4	-2
CC1CCN(c2ccc3c(c2)S(=O)(=O)c2cccc(C(=O)NC[C@@H]4CCCO4)c2C3=O)CC1	x	-7	7.5	-2	12	10	60*	5.5	-15
COc1ccc(NC(=O)C2=C(C)NC(=S)NC2c2ccc(O)c(OC)c2)cc1 (stereo unspecified)	-6	8	0.8	0	0.5	-8	18	0.7	-3
O=C(NC1CCN(Cc2ccccc2)CC1)c1c(F)cccc1F	-11	-11	0.3	-8	-0.3	12	2	-0.5	-10
O=C(Cn1ncc2c1-c1ccccc1OC2)Nc1cccc(Cl)c1	0	10	6.4	-10	2.6	3	-1	4.7	10
CCOc1ccc2nc3c(cc2c1)CN(CCCO)C(=NCCOC)S3	7	5	-1.7	-12	0.6	5	-16	-1.4	-4
CC(=O)c1ccc(NC(=O)CC23CC4CC(C2)CC(n2nnc(C)n2)(C4)C3)cc1	0	10	-0.6	-9	3.6	-15	-21	0.8	0
COc1ccc(-c2ccc(CN3C(C)C(=O)N(Cc4cn(Cc5ccco5)nn4)CCS3(=O)=O)cc2)cc1 (stereo unspecified)	x	-5	x	x	0.6	4	15	x	x
CCOC(=O)c1cccc2c1-c1ccccc1/C2=N/O	-9	8	-1.9	-9	-0.5	-12	-16	-0.3	6
COc1ccc(N2C(=O)N3[C@H](c4ccc(Br)cc4)[C@@H]4C(=O)N(C(C)(C)C)C(=O)[C@@H]4[C@]3(Cc3ccccc3)C2=O)cc1	3	9	-0.3	-1	0.4	-10	-16	1.4	-37
O=S(=O)(c1ccc(Cl)cc1)c1nc(-c2ccccc2F)oc1NCCN1CCOCC1	-1	-2	1.4	-2	1.2	7	x	1.6	-35
COc1cc(C2N3CC4(C)CN2CC(C)(C3)C4)ccc1O (stereo unspecified)	-8	-1	0.3	-21	0.2	7	0	2.6	-2
Cc1cccc(-n2ccnc2SCC(=O)c2c(N)n(C3CC3)c(=O)[nH]c2=O)c1C	x	-2	1.4	-5	0.8	-10	-12	1.3	-12
CN1CCN(c2ccc(NC(=O)c3ccc(Br)o3)cc2)CC1	-10	-1	-0.3	-4	0.7	-1	-21	-1.6	4
CCOc1ccc(C(=O)N(c2ccccn2)C2CCCCC2)cc1	-8	5	-2.0	-7	0.0	-8	-11	-1.2	-19
CCCC(=O)Nc1ccc(Br)c(Cl)c1	-7	6	-1.3	-15	3.2	0	-2	-0.6	-6
COC(=O)C1C2C=CC3(CN(C(C)c4ccc(OC)cc4)C(=O)C13)O2 (stereo unspecified)	-3	8	0.2	-7	-0.1	3	5	0.8	-5
CC1(C)CC=C(NNC(=O)c2cccnc2)C(=O)C1	-11	19	2.4	-1	0.5	-15	2	0.9	7
COc1ccc(S(=O)(=O)N(C)CC(=O)N2CCCC2)cc1	-11	15	1.3	4	0.8	-1	3	2.9	1
CCOC(=O)c1c(C)[nH]c(C)c1S(=O)(=O)N(C)CC(=O)NCc1cccc(C)c1	-21	5	0.0	-6	1.0	-11	1	0.2	-14
CC1CN(C(=O)CCC(=O)NCc2ccccc2Cl)c2ccccc2S1 (stereo unspecified)	0	-11	0.2	-22	-0.1	21	7	1.2	-7
COc1cccc(C(=S)N2CCCC2)c1OC	-8	20	-0.2	0	0.7	-6	-3	0.6	-1
CCc1ccc(NC(=O)CCN2C(=O)c3cccnc3C2=O)cc1	-5	12	-0.9	-6	0.2	-7	7	0.9	3
CC(C)c1ccc(/C=N/NC(=O)c2nnn(-c3nonc3N)c2CSC2=NCCS2)cc1	-4	12	0.0	-3	0.2	-6	-31	1.0	-1
OCCC1CN(C2CSCCSC2)CCN1Cc1ccccc1 (stereo unspecified)	-7	-9	1.2	3	0.2	1	-19	1.5	-10
CCOC(=O)c1nc(Nc2ccc(Nc3ccccc3)cc2)c2ccccc2n1	-3	5	x	x	6.4	2	63*	x	x
CC(=O)c1c[nH]c2ccc(C)cc2c1=O	0	4	1.4	-8	0.2	-7	-5	1.0	-1
Cc1cccc(C)c1NC(=O)CNc1ccccc1	-7	16	2.2	1	0.0	0	-12	0.5	-14
CCOc1ccccc1NC(=O)Nc1ccc(Br)cn1	-5	26	-0.6	-2	3.3	-7	1	-0.7	-4
CC[C@]1(C(=O)OC)[C@H]2C(=O)N(C)C(=O)[C@H]2[C@H]2CN=C(SCc3ccc(C)cc3)N21	x	18	x	x	1.0	-15	-9	x	-18

Given with values under each structure: part of the list above
Every second line gives: GPR7 antag | CHO-K1 Ca PAM | OXTR agonist | OXTR potentiate | M1 ag parental | CHO-K1 Ca antag | TAAR1 antag | V1aR counter | CHO parental Ca
CCOC(=O)c1nc(Nc2ccc(Nc3ccccc3)cc2)c2ccccc2n1
  -3 | 5 | x | x | 6.4 | 2 | 63* | x | x
CC(=O)c1c[nH]c2ccc(C)cc2c1=O
  0 | 4 | 1.4 | -8 | 0.2 | -7 | -5 | 1.0 | -1

(cont.)
SMILES	GPR7 antag	CHO-K1 Ca PAM	OXTR agonist	OXTR potentiate	M1 ag parental	CHO-K1 Ca antag	TAAR1 antag	V1aR counter	CHO parental Ca
COc1ccc2[nH]c(=O)c(C(c3nnnn3C3CCCC3)N3CCN(Cc4ccc5c(c4)OCO5)CC3)cc2c1 (stereo unspecified)	-9	3	0.6	-17	-0.1	1	-4	-0.2	-35
CC1(C)N([O-])C2=C(c3ccccc3C2=O)[N+](=O)C1(C)C	-12	5	-0.5	-20	0.2	2	7	-0.6	1
COc1ccc(CNC(=O)c2cccc(NC(=O)CC3SC(N4CCCCC4)=NC3=O)c2)cc1 (stereo unspecified)	x	21	-0.8	-5	0.6	3	-4	-0.6	-16
COCCCNC(=S)N1CCN(c2nc3ccccc3s2)CC1	19	-12	5.2	-8	1.5	2	18	4.9	-7
